TPT1 inh: inhibitors of Candida albicans tRNA 2'-phosphotransferase TPT1. recombinant caTPT1, FP RNA substrate dephosphorylation. 0.81% of 300,000 active. inhibition, % at 5 µM;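 active means inhibition above the mean of all tested compounds plus 3 SD, set per screening campaign, cut at about 24% in these data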;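 further: plate controls were DMSO alone for no effect and ferristatin control at 100 nM for full effect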
CTSL1 counter: blocks F. hepatica cathepsin L1 in PFM18AAP counter-screen; recombinant F. hepatica cathepsin L1, Z-Leu-Arg-MCA fluorescence; inhibition, % at 5.96 µM; 0.49% of 300,000 active; AID 1906;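 active means inhibition above the mean of all tested compounds plus 3 SD, set per screening campaign, cut at about 17% in these data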;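 further: 0% = plate median of test compound wells and 100% = 1 µM Z-Phe-Ala-diazomethylketone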
PP1 counter: blocks human PP1-alpha phosphatase, a PP5 counter-screen | AID 2235 | P62136 | inhibition, % at 6.7 µM | 0.9% of 320,000 active | purified PP1alpha, OMFP fluorescence;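 active means inhibition above the mean inhibition of all tested compounds plus 3 SD, computed separately for each screening campaign, cut at about 15% in these data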
HCV core dimer: HCV core protein dimerization inhibition | AID 1899 | TR-FRET GST/Flag-core106 dimerization, 1536-well | 0.33% of 300,000 active | inhibition, % at 5 µM;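 active means inhibition above the mean of all tested compounds plus 3 SD, set per screening campaign, cut at about 45% in these data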
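Material: GST/Flag-tagged HCV core106 proteins. Incubation: 4 h, 22.5 °C incubation. Read-out basis: inhibition (%) from 671 over 617 nm ratio. Measured by: TR-FRET, excitation 340 nm, emission 617 and 671 nm.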
procasp3 activ: activates human procaspase-3. recombinant procaspase-3 D3A, Ac-DEVD-pNA absorbance 405 nm. activation, % at 8.5 µM. 0.11% of 330,000 active. AID 463141;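 active means activation above the mean of all tested compounds plus 3 SD, cut at about 21% in these data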;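 further: 0% = DMSO alone and 100% = DMSO wells spiked with extra 5 µM PC-3 D3A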
Target sequence (P42574 whole entry D9A/D28A/D175A): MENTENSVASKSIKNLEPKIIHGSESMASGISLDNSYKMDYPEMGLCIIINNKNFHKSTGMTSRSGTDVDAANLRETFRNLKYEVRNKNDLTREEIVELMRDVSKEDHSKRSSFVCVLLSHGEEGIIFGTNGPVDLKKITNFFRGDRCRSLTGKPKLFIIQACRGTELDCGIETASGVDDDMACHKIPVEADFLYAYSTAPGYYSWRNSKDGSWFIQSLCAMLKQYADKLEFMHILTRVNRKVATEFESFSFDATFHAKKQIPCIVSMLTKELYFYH
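Test system: Procaspase-3 D3A mutant; medium: Zinc-free HEPES/NaCl buffer with 0.01% Triton X-100 at pH 7.4; reagent: DEVD-pNA substrate; doses: one concentration, 8.5 µM nominal, 0.8% DMSO; times: 1 h preincubation plus 2 h reaction at 25 °C; signal: Epi-absorbance at 405 nm of released p-nitroaniline, 0 and 120 min; replicates: singlicate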
PAFAH2 FP inh: PAFAH2 (human) inhibition; 0.99% of 340,000 active; inhibition, % at 3.39 µM; recombinant PAFAH2, FP-rhodamine activity probe, fluorescence polarization; Q99487;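 active means inhibition above the mean over all tested compounds plus 3 SD, cut at about 30% in these data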;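 further: inhibitors block probe labeling of enzyme so polarization drops; 0% = enzyme with DMSO and 100% = wells lacking PAFAH2 protein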
PP5 primary: PP5 (human) phosphatase inhibition; inhibition, % at 6.7 µM; 0.18% of 320,000 active; purified PP5c, OMFP substrate fluorescence; P53041;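 active means inhibition above the campaign's mean inhibition across all tested compounds plus 3 SD, cut at about 9.5% in these data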;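 further: 0% = DMSO only and 100% = 100 µM cantharidin control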
AHR act: human AHR activation; 2.5% of 320,000 active; P35869; AHR-responsive luciferase reporter cells, luminescence; activation, % at 5 µM; AID 2796; in the data active means activation above about 47%;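 further: 0% = vehicle wells and 100% = reference agonist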
Target sequence (P35869 whole entry, looked up): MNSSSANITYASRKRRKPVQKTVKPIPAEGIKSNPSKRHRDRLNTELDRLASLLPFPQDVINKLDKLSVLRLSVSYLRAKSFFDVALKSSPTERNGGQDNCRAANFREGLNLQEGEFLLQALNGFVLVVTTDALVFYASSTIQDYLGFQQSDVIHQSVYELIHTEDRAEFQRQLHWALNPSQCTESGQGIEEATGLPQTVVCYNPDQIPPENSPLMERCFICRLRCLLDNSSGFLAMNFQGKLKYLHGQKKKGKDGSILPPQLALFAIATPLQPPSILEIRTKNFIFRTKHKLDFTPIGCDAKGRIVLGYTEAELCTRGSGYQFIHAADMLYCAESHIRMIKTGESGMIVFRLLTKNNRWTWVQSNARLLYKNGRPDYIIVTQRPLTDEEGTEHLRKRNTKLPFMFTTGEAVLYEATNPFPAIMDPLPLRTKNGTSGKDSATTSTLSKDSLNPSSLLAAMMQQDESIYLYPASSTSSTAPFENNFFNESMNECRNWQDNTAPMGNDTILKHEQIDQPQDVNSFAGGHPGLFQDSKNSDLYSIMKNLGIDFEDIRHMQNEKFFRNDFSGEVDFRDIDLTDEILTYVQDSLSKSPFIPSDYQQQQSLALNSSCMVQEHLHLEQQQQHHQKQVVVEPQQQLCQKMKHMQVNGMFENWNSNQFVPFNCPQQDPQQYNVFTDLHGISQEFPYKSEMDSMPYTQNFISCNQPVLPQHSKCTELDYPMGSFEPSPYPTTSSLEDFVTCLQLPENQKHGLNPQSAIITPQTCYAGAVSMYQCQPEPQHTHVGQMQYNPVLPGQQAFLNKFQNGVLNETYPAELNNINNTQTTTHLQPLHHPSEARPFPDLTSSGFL
proCasp7 act: counter-screen for procaspase-3 activators: activators of human procaspase-7 | P55210 | recombinant procaspase-7, Ac-DEVD-pNA absorbance 405 nm; D23A/D198A/D206A triple mutant, cannot self-cleave; scale: DMSO 0, 5 µM enzyme 100 | activation, % at 8.5 µM | 0.093% of 330,000 active;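 active means percent activation above the screen-wide mean plus 3 SD, cut at about 25% in these data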
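Assay system – Uncleavable procaspase-7 mutant enzyme · Quantity – 2 µM procaspase-7 mutant as dispensed · Times – 1 h preincubation, 2 h reaction · Dosing – single nominal 8.5 µM compound dose, 0.8% DMSO final · Buffer or medium – Zinc-free 50 mM HEPES buffer, pH 7.4, with NaCl and Triton X-100 · Detection – Epi-absorbance of released pNA at 405 nm, two timepoints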
The depositor's hits bear a star; / = no result given. An unsorted share of the library; about 5.6% have a hit in one of these screens.

1	COC(=O)C(CCSC)NC(=O)c1cc2c(n(-c3ccccc3)c1=O)CC(C)(C)CC2=O (configuration not stated)
2	Cc1cc(C)nc(NC(=O)CSc2nc3ccccc3s2)n1
3	O=C(NNC(=O)C1CCCO1)c1ccc(Cl)cc1 (configuration not stated)
4	COc1ccc(NC(=O)Nc2cccc3c2O[C@H](CN(C)S(C)(=O)=O)[C@@H](C)CN([C@H](C)CO)C3=O)cc1
5	COc1ccc(Cc2nnc(NC(=O)C3CC(=O)N(c4ccccc4C)C3)s2)cc1OC (configuration not stated)
6	COc1ccccc1CNC(=O)C(=O)NCCC1CCCCN1S(=O)(=O)c1ccc(C)cc1 (configuration not stated)
7	N#CCc1ccccc1C(=O)OCC(=O)N(Cc1ccccc1)Cc1ccccc1
8	CCCCn1c(N)c(N(CC)C(=O)c2ccccc2F)c(=O)[nH]c1=O
9	COCCNC(=O)COc1ccc(C)cc1C(=O)c1cc(C#N)c(=O)n(C2CC2)c1
10	Cc1cccc(NC(=S)NCC(c2cccnc2)N2CCOCC2)c1C (configuration not stated)
Screen / compound no.	1	2	3	4	5	6	7	8	9	10
TPT1 inh	0	-2	-6	/	0	1	/	-1	-2	-1
AHR act	0	14	-1	0	0	4	4	1	1	2
PP5 primary	-0.3	2.5	-0.4	/	0.4	-0.3	5.0	-0.3	-1.0	0.2
procasp3 activ	-6	5	1	-1	11	-2	0	1	2	4
proCasp7 act	9	1	0	-2	3	8	-2	2	1	-4
PAFAH2 FP inh	-4	1	-5	4	3	1	0	11	3	-6
CTSL1 counter	1	-3	1	/	-29	4	/	-2	0	-4
PP1 counter	-1	0	3	/	-3	-1	4	0	-7	-2
HCV core dimer	-1	1	2	/	-1	8	/	-1	-1	4

Quoted from the listing:
compound 2 in PAFAH2 FP inh shows 1
compound 4 in PAFAH2 FP inh shows 4

Full records from above. Screens in order: TPT1 inh | AHR act | PP5 primary | procasp3 activ | proCasp7 act | PAFAH2 FP inh | CTSL1 counter | PP1 counter | HCV core dimer
`COc1ccc(Cc2nnc(NC(=O)C3CC(=O)N(c4ccccc4C)C3)s2)cc1OC` (configuration not stated) is listed with 0 | 0 | 0.4 | 11 | 3 | 3 | -29 | -3 | -1
`COc1ccc(NC(=O)Nc2cccc3c2O[C@H](CN(C)S(C)(=O)=O)[C@@H](C)CN([C@H](C)CO)C3=O)cc1` is listed with / | 0 | / | -1 | -2 | 4 | / | / | /
`COc1ccccc1CNC(=O)C(=O)NCCC1CCCCN1S(=O)(=O)c1ccc(C)cc1` (configuration not stated) is listed with 1 | 4 | -0.3 | -2 | 8 | 1 | 4 | -1 | 8
`COC(=O)C(CCSC)NC(=O)c1cc2c(n(-c3ccccc3)c1=O)CC(C)(C)CC2=O` (configuration not stated) is listed with 0 | 0 | -0.3 | -6 | 9 | -4 | 1 | -1 | -1
`Cc1cc(C)nc(NC(=O)CSc2nc3ccccc3s2)n1` is listed with -2 | 14 | 2.5 | 5 | 1 | 1 | -3 | 0 | 1

(cont.)
11	O=C(NCCCN1CCOCC1)NC12CC3CC(CC(C3)C1)C2
12	Cc1cc(C)n2nc(-c3ccco3)nc2n1
13	CNC(=O)C1=C(C)Nc2nc3ccccc3n2C1c1cccc(OC)c1 (configuration not stated)
14	CC(C)c1c(C(=O)N/N=C/c2cccs2)nnn1-c1nonc1N
15	Cc1nn(C)c(C)c1N=Cc1c(O)ccc2ccccc12
16	Fc1ccc(-c2nnc(SCc3cccnc3)o2)cc1
17	CON(C)c1nc(OCCNC(=O)COc2ccc(Cl)cc2C)nc(N(C)C)n1
18	CC(=O)NCCc1nc2ccccc2n1CCOc1ccccc1C
19	CC(NC(=O)C1CCN(C(=O)c2cccs2)CC1)c1ccc(S(N)(=O)=O)cc1 (configuration not stated)
20	CN(C)c1ccc(C=NCCC2(c3ccccc3)CCOC(C)(C)C2)cc1 (configuration not stated)
Screen / compound no.	11	12	13	14	15	16	17	18	19	20
TPT1 inh	-3	-1	-1	-2	5	-4	-7	0	/	-3
AHR act	1	2	3	8	14	21	-1	3	-2	-1
PP5 primary	-2.3	-2.8	-0.6	2.0	2.2	3.6	0.7	0.5	1.2	1.8
procasp3 activ	-8	-4	-2	6	-16	2	2	4	11	1
proCasp7 act	7	11	4	-5	-11	2	8	-1	3	8
PAFAH2 FP inh	-1	-6	-12	0	-4	/	-3	-1	3	-5
CTSL1 counter	2	0	3	2	-4	-8	4	-3	/	1
PP1 counter	-8	0	-3	3	1	-3	1	-3	1	-2
HCV core dimer	2	0	-4	3	1	-6	-2	0	/	1

21	CCSc1ncc(CO)c(N)n1
22	O=C(COc1ccc2ccccc2c1)Nc1cccc2cccnc12
23	O=S(=O)(/N=C(/c1ccc(Cl)cc1)N1CCOCC1)c1ccc(Cl)cc1
24	CC(=O)N(CCC(Cc1ccccc1)c1ccc2c(c1)OCO2)Cc1ccc(Cl)cc1 (configuration not stated)
25	O=C(NCc1ccco1)c1ccc(-c2ccccc2Cl)o1
26	CC1CCCC(C)N1CCCNC(=O)Cn1c(=O)c2cccn2c2cccnc21 (configuration not stated)
27	O=C(Nc1nc2ccccc2n1CCN1CCCCC1)C1CCCCC1
28	O=C1CN(C(=O)CNC(=O)c2ccc(Cl)cc2Cl)CCN1
29	C/C(=N\NC(=O)c1nnn(-c2nonc2N)c1CSc1ccccc1)c1ccco1
30	CC(NC(=O)c1ccc(F)cc1)c1ccc(F)cc1 (configuration not stated)
Screen / compound no.	21	22	23	24	25	26	27	28	29	30
TPT1 inh	2	4	-2	-8	1	0	2	0	-4	12
AHR act	1	28	4	15	6	16	1	0	1	0
PP5 primary	2.2	3.1	-0.8	1.9	1.9	3.6	2.0	1.7	1.7	1.2
procasp3 activ	2	-6	2	2	5	-5	-8	1	-2	1
proCasp7 act	-6	-7	5	8	5	5	10	5	-2	12
PAFAH2 FP inh	0	-13	1	4	4	-2	0	-11	1	-6
CTSL1 counter	-2	-5	0	2	0	2	3	2	0	-3
PP1 counter	0	-1	-4	9	-1	-4	4	-3	1	1
HCV core dimer	-1	-5	-6	16	2	-3	-3	7	-6	-4

31	O=C(COC(=O)c1ccc(O)cc1O)N=c1sccn1Cc1ccccc1Cl
32	CCn1nnnc1SCC(=O)N1CCCc2ccccc21
33	COc1cc(-c2nnc(SCC3(c4ccccc4)OCCO3)o2)cc(OC)c1OC
34	COCCNc1oc(-c2ccco2)nc1S(=O)(=O)c1ccccc1
35	Cc1ccc(C(CNC(=O)Nc2cccc(C)c2)N2CCN(C)CC2)cc1 (configuration not stated)
36	O=C(c1ccc(Sc2ccccc2)c([N+](=O)[O-])c1)N1CCOCC1
37	CNC(=O)COc1ccc(S(=O)(=O)Nc2ccc(OC)cc2)cc1
38	CCN=C1SC(CC(=O)NC(N)=O)C(=O)N1CC (configuration not stated)
39	O=C1c2ccccc2-c2c1cccc2C(=O)N1CCN(C(=O)c2ccco2)CC1
40	c1ccc2c(N3CCOCC3)c3c(nc2c1)CCC3
Screen / compound no.	31	32	33	34	35	36	37	38	39	40
TPT1 inh	1	-4	-7	0	0	2	-6	1	3	0
AHR act	5	6	0	0	7	1	-1	-2	0	1
PP5 primary	2.1	1.0	2.6	0.8	-3.4	-2.4	1.5	-0.1	1.4	3.4
procasp3 activ	0	10	-2	9	1	11	-3	2	0	0
proCasp7 act	1	3	-3	-12	-3	-2	13	11	5	2
PAFAH2 FP inh	6	-6	-3	-4	1	0	-2	2	-3	2
CTSL1 counter	2	7	-4	1	3	3	-6	2	2	2
PP1 counter	2	-2	-3	3	-2	-3	-4	-2	-1	2
HCV core dimer	4	1	4	-4	-5	10	1	5	4	-5

41	Cc1ccc(C)c(C(=O)COC(=O)CCCC(=O)Nc2cc(C(F)(F)F)ccc2Cl)c1
42	O=c1c(F)cn(C2CCCO2)c(=O)n1Cc1c(Cl)cccc1Cl (configuration not stated)
43	CC(=O)Nc1cc(C(=O)N2CCCC2)ccc1S(=O)(=O)c1ccc(C)cc1
44	CC(=O)Nc1cc(-n2cnnn2)ccc1C
45	CN(C(=O)CCN1C(=O)/C(=C/c2ccccc2)SC1=S)C1CCS(=O)(=O)C1 (configuration not stated)
46	O=C(Nc1nnc(-c2ccccc2F)s1)Nc1ccccc1F
47	COc1ccc(C(=O)NCCSc2ccccn2)cc1
48	CC(=O)c1ccc(S(=O)(=O)N2CCn3cccc3C2C)cc1 (configuration not stated)
49	COc1ccc(NC(=O)CCCCCN2C(=O)CCC2=O)cc1Cl
50	O=C(c1cc(F)ccc1F)C1CCCN(C(=O)c2cccs2)C1 (configuration not stated)
Screen / compound no.	41	42	43	44	45	46	47	48	49	50
TPT1 inh	-7	-2	2	-5	3	-1	1	/	-1	-1
AHR act	-10	-2	3	2	0	6	21	1	1	0
PP5 primary	4.7	1.2	3.3	4.4	-1.9	0.4	2.4	3.4	-1.6	-0.8
procasp3 activ	0	12	5	4	-2	3	0	3	-4	-3
proCasp7 act	4	7	5	3	2	4	9	-14	-1	0
PAFAH2 FP inh	-2	-6	11	6	-8	8	-6	4	4	9
CTSL1 counter	-30	3	0	-2	-4	-4	-1	/	-1	0
PP1 counter	2	0	-1	-5	-5	-7	-3	1	-6	-1
HCV core dimer	-10	-2	-1	-1	4	6	-2	/	1	3

51	O=C(O)CC/C(=C\c1cc([N+](=O)[O-])ccc1Cl)c1nc2ccccc2s1
52	CN(C(=O)c1ccccc1C(=O)OCC(=O)Nc1cccc(Br)c1)c1ccccc1
53	COc1cccc(NC(=O)Cn2c(-c3cncs3)nc3ccccc32)c1
54	COc1ccc(C2C(C(N)=O)=C(C)Nc3nc(CCCO)nn32)cc1 (configuration not stated)
55	Cc1ccc(C(=O)NNC2=Nc3cc([N+](=O)[O-])ccc3OC2)cc1
56	CCOc1ccc(S(=O)(=O)N(CC)CC(=O)NC2CC2)cc1
57	CC1=CC(C)C(/C=N/n2cnnc2)C(C)C1 (configuration not stated)
58	COc1cc(OC)c(C(=O)NNC(=S)NC2CCCCC2)cc1OC
Screen / compound no.	51	52	53	54	55	56	57	58
TPT1 inh	2	/	0	-5	0	2	-9	-3
AHR act	13	0	7	3	16	2	0	-11
PP5 primary	-1.8	4.2	0.2	-0.4	-2.8	2.4	-0.5	1.9
procasp3 activ	-4	4	12	4	2	8	-1	-7
proCasp7 act	5	-3	10	4	-4	3	-1	-4
PAFAH2 FP inh	12	76*	-3	-4	-4	-4	-7	-1
CTSL1 counter	5	/	3	2	-7	3	3	-1
PP1 counter	2	-1	-3	-1	-4	-3	-2	-1
HCV core dimer	6	/	3	0	2	0	-4	-5

Of the compounds above, two have a cyano group.
7	N#CCc1ccccc1C(=O)OCC(=O)N(Cc1ccccc1)Cc1ccccc1
9	COCCNC(=O)COc1ccc(C)cc1C(=O)c1cc(C#N)c(=O)n(C2CC2)c1
Screen / compound no.	7	9
TPT1 inh	/	-2
AHR act	4	1
PP5 primary	5.0	-1.0
procasp3 activ	0	2
proCasp7 act	-2	1
PAFAH2 FP inh	0	3
CTSL1 counter	/	0
PP1 counter	4	-7
HCV core dimer	/	-1

Compound activity (PubChem BioAssay)
